# PTHR1 agonist: agonists of human PTHR1 parathyroid hormone receptor; Potency, µM (top dose mostly 115 µM), inactives show top-dose activation, hits mostly activators; HEK293 GP2 PTHR1 cells, GloSensor cAMP luminescence, 1 h; 0.075% of 410,000 active; Q03431; note: potency is the fitted concentration of half-maximal effect; nearly all actives have a fitted effect of over 55% in size; some results filed as inactive show a strong effect at the top dose; inactives centre near -15; many of its hits are not listed in these tables
# Target sequence (Q03431 whole entry, looked up): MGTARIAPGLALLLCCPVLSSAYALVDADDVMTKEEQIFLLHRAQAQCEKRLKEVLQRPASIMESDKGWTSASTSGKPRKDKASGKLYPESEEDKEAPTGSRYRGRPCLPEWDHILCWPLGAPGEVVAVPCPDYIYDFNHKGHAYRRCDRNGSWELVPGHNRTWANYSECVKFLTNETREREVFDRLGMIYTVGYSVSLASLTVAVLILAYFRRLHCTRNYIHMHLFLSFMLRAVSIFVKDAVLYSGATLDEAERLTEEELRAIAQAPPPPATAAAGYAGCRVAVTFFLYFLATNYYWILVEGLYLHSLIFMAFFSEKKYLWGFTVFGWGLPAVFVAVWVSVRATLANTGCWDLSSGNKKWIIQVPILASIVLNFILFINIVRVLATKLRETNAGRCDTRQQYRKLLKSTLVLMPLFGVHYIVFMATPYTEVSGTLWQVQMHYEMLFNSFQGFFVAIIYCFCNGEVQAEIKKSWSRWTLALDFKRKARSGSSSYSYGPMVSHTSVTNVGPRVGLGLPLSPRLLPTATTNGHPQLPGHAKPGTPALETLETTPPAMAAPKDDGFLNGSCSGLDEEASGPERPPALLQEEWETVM
#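 HEK-293-derived GP2 cells expressing PTHR1 and a GloSensor cAMP reporter, 3,000/well, plated overnight, given luciferin plus IBMX (each 0.5 mM as added) for 1 h at 37 °C, then compound for 1 h at 37 °C. Luminescence was read after 15 min at room temperature.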
# PLK1 PBD inh: inhibitors of human PLK1 polo-box domain binding; P53350; Potency, µM, without a hit: max response, negative = inhibition, hits mostly inhibitors; 2.8% of 360,000 active; Plk1 PBD binding of FITC phosphopeptide, fluorescence polarization; note: potency is the fitted concentration of half-maximal effect; series mostly up to about 57 µM; % is set by controls: 0 for no effect and ±100 for the full control effect; nearly all actives have a fitted effect of over 65% in size
# EPAC1 agonist: activates human EPAC1 exchange factor; O95398; EPAC1 agonist qHTS, biochemical assay; response scale: 100% = response to 6.5 mM cAMP; Potency, µM (top dose mostly 154 µM), for the others: at the highest dose activation, actives largely listed as activators; 0.073% of 360,000 active; AID 720707; note: potency is the fitted concentration of half-maximal effect; nearly all actives have a fitted effect of over 60% in size
#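 Nucleotide exchange by EPAC1 (100 nM) on Rap1B–BODIPY-GDP (250 nM) in the presence of 50 uM GDP is tracked fluorescently at 480/540 nm over 30 min. Signals are normalized to a 6.5 mM cAMP control.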
# EPAC1 antagonist: antagonists of human EPAC1; O95398; EPAC1 GEF assay, Rap1b-BODIPY-GDP exchange fluorescence; Potency, µM (top dose mostly 115 µM), inactives show top-dose activity change, negative = inhibition, hits mostly inhibitors; 0.14% of 360,000 active;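 note: potency is the fitted concentration of half-maximal effect; plate controls were vehicle for no effect and positive control for full effect; nearly all actives have a fitted effect of over 50% in size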
# GLP1R cytotox: cytotoxicity counter-screen for GLP-1 receptor inverse agonists | Potency, µM (series often up to 38.3 µM), for inactives: at the top dose activity change, negative = inhibition, most hits filed as inhibitors | HEK293 cAMP-luciferase reporter cells, luminescence, 24 h | 0.13% of 410,000 active;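 note: loss of luciferase light is scored as toxicity; potency is the fitted concentration of half-maximal effect; % is set by controls: 0 for no effect and ±100 for the full control effect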
#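 MLSMR compounds, 24 hr on cells at 37 deg C/5% CO2; luminescence after luciferase reagent (12 min RT). Inhibition counted as the undesired cytotoxic outcome.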
# IL-2 act: IL-2 activation | AID 652025 | IL-2 activation reporter assay, cell-based qHTS; stimulated with anti-CD3/CD4/CD28 beads; in transgenic mouse T cells | 0.065% of 360,000 active | activation, % (series mostly up to about 46 µM); in the data active = activation above about 50%; inconclusive = mostly about 30% to 49%; note: 0% is about no effect
#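 Unstimulated transgenic mouse T cells, 750 per well, received compound and, after 60 minutes, anti-CD3/anti-CD4 bead plus anti-CD28 stimulation. EGFP and DsRed were quantified after 18 hours.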
# GLP1R inv ag: acts as inverse agonist at human GLP-1 receptor; P43220; HEK293 GLP-1R CRE-luciferase, luminescence, 24 h; GLP-1R form is constitutively active; Potency, µM (top dose mostly 38.3 µM), without a hit: at the highest dose activity change, negative = inhibition, hits mostly inhibitors; 1.6% of 410,000 active; note: potency is the fitted concentration of half-maximal effect; % is set by controls: 0 for no effect and ±100 for the full control effect; nearly all actives have a fitted effect of over 55% in size
#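 GLP-1R inverse agonism mode: basal reporter luminescence in engineered HEK293 cells measured after one day of compound exposure at 37 deg C, with a 12 min room-temperature detection step.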
# GLP-1R agonist: agonists of human GLP-1 receptor; 0.007% of 380,000 active; Potency, µM (highest dose often 45.6 µM), without a hit: at the highest dose activation, actives largely listed as activators; AID 624172; HEK293 GLP-1R CRE-luciferase, luminescence, 4-6 h; cells express a hypersensitive GLP-1R form; P43220; note: potency is the fitted concentration of half-maximal effect; % of control where 0% means no effect
# PI5P4K alpha inh: blocks human PI5P4K alpha kinase activity; PI5P4Kalpha enzyme, ADP-Glo luminescence, 60 min; stronger effect = lower value; max response, %; 1.2% of 330,000 active; AID 652105; active = max response of -50% or lower; inconclusive = between -30% and -50%; inactive = -30% or higher; note: value at the top dose of about 77 µM; % is set by controls: 0 for no effect and ±100 for the full control effect
# Target sequence (P48426 whole entry, looked up): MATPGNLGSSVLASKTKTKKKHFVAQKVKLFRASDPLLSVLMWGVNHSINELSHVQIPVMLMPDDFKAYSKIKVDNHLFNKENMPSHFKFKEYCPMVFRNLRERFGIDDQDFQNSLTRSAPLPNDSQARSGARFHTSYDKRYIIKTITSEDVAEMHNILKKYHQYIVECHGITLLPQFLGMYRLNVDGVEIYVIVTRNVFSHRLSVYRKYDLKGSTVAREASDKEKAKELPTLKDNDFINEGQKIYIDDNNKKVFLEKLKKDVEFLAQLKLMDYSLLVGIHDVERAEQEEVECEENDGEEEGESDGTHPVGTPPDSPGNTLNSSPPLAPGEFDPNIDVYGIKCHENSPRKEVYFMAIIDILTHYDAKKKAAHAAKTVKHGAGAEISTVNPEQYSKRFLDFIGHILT
#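 Enzyme plus substrate dispensed, test compounds pinned in, then ATP (5 microM final) added. After 60 min at RT, ADP-Glo reagent 1 for 45 min and reagent 2 for 30 min preceded luminescence imaging.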
# Starred values were filed as active, the others as inactive; i = inactive; ? = inconclusive; · = no result given; & = joins results of further samples; [ ] = another dose, or the depositor's remark. Unless noted, calls come from the whole dose curve; as a rule, active = well fitted curve in the direction sought with a large enough effect; inconclusive = small, poorly fitted or top-dose-only effect, or another doubt; inactive = no such curve, though single readings can be large; an effect the other way counts as inactive or inconclusive. Some of the compounds tested; count on the stated rates, not on these rows.
SMILES | PTHR1 agonist | PLK1 PBD inh | EPAC1 agonist | EPAC1 antagonist | GLP1R cytotox | IL-2 act | GLP1R inv ag | GLP-1R agonist | PI5P4K alpha inh
Cc1cc(C)c(C)c(S(=O)(=O)NCC(=O)Nc2sc3c(c2C(N)=O)CCCC3)c1C | -73%[inhibitor] | -27% | -2% | ? | 14% | -0.1 | 0% | 6% | -20
O=C(CN1CCOCC1)NN1CC(=O)N(c2ccc(Cl)cc2)CC1=O | -3% | -18% | -2% | 10% | 7% | 1.0 | 9% | -1% | -1
O=C(NC1CCCC1)C(c1ccncc1)N(C(=O)c1csnn1)c1cccc(F)c1 (stereo not drawn) | i | -5% | 4% | 10% | -4% | -0.2 | 3% | 8% | 8
CN1OC[C@@H]2CN(C(=O)c3ccco3)[C@H](c3ccc(-c4ccc(C#N)cc4)cc3)C[C@@H]21 | -27% | -20% | -8% | ? | 6% | -2.0 | 17% | 0% | -3
O=C(NCCCN1CCCCCC1)C1CC(=O)N(CCc2ccccc2)C1 (stereo not drawn) | -3%[57.5 µM] | -11% | 14% | -7% | 12% | 0.2 | -9% | -7% | 1
O=C(CN(Cc1ccco1)S(=O)(=O)c1cccs1)Nc1ccccc1C(F)(F)F | -36%[inhibitor] | -24% | -4% | 4% | -7% | -4.5 | -26% | 0% | 5
O=C(/C=C/c1ccc(-c2ccc(F)cc2)o1)N1CCCC1 | i | -9% | 8% | -13% | -8% | 0.4 | 211%[activator] | ? | -1
CCN1CCN(CC(=O)N2N=CCC2c2ccccc2)CC1 (stereo not drawn) | ? | -12% | 1% | -15% | 6% | -0.5 | -14% | 0% | 4
COc1cccc(CNC(=O)CCc2ccc(OC)c(OC)c2)c1 | -47%[inhibitor] | 8% | 6% | -17% | -2% | 3.3 | -16% | 6% | 5
NS(=O)(=O)c1ccc(CCNc2ccc(C(F)(F)F)cn2)cc1 | i | 3% | -10% | -1% | 3% | -0.3 | -22% | 6% | -6
Clc1ccccc1N1CCN(Cc2ccc(Br)o2)CC1 | i | 2% | 12% | -1% | -7% | -4.9 | ? | -1% | 5
Cc1nc2ccccn2c(=O)c1NC(=O)COc1ccccc1 | -18% | 5% | -11% | 9% | 1% | -0.6 | -3% | -5% | 2
Cc1ccc(S(=O)(=O)/C=C2\NC(=O)CS2)cc1 | -13%[57.5 µM] | ? | -4% | 4% | 3% | 0.4 | 9% | -3% | 1
CC(NC(=O)c1ccc(CS(=O)(=O)Cc2ccccc2F)o1)c1ccc2c(c1)OCCO2 (stereo not drawn) | -17%[57.5 µM] | 1% | 5% | 9% | -9% | 0.5 | -16% | -5% | -12
CN1CCN(C(=S)NC(=O)/C=C/c2cccc3ccccc23)CC1 | i | -6% | 2% | 1% | -10% | 0.2 | 16% | 0% | ·
CC(=O)c1c(N2CCOCC2)nc(=O)n(-c2ccccc2)c1C | i | -3% | 6% | 16% | 14% | 1.7 | -12% | -4% | ·
CSCCC(NC(N)=O)C(=O)NCc1ccccc1Cl (stereo not drawn) | i | -3% | 1% | -13% | -3% | 0.8 | -25% | -8% | 1
CC(C)[C@H](NC(=O)c1ccc(F)cc1)C(=O)OCC(=O)NC(=O)c1cccn1C | -12% | 2% | 4% | 6% | 3% | -2.0 | 25% | -2% | -24
Cc1ccc(C)c(S(=O)(=O)N2CCN(Cc3cc4c(cc3O)OCO4)CC2)c1 | i | -11% | 17% | ? | 0% | -3.9 | 0% | 0% | 2
N#Cc1ccccc1COC(=O)c1cc(=O)c2ccccc2o1 | i | -4% | -5% | -3% | -1% | -0.8 | 15% | 7% | 0
N#Cc1ccc(/C=N/N=C(N)N)cc1 | -16%[57.5 µM] | -7% | 3% | -1% | -14% | -1.7 | 10% | -10% | 7
N#Cc1ccc(S(=O)(=O)N2CCN(C(=O)C3CC(=O)N(c4ccc5c(c4)OCCO5)C3)CC2)cc1 (stereo not drawn) | i | -8% | 5% | 3% | -20% | 0.0 | 13% | 0% | 5
COC(=O)c1cccc(CSc2nnc(-c3ccco3)n2-c2ccccc2)c1 | 27% | -2% | 2% | 6% | -6% | 0.3 | -9% | 2% | -7
Cn1c(=O)[nH]c2c(c(C(=O)O)nn2C)c1=O | -24% | -2% | 5% | -5% | 0% | 1.0 | 9% | 0% | 2
CCC(C(=O)Nc1ncn[nH]1)(C(F)(F)F)C(F)(F)F | i | -1% | -2% | 2% | 74%[activator] | 3.0 | 1% | -18% | 4
Clc1ccccc1Cn1nnc2c(NCCN3CCOCC3)ncnc21 | i | 3% | -4% | -1% | 5% | -2.0 | 102%[activator] | 3% | ·
CC1(C(=O)NS(=O)(=O)c2ccccc2)CCN1C(=O)CC1CC1 (stereo not drawn) | -28% | 6% | 5% | 12% | -1% | 1.2 | 27% | -6% | 0
Cn1c(=O)c2c(nc(CN3CCN(CCO)CC3)n2Cc2cccc3ccccc23)n(C)c1=O | i | -2% | 2% | 13% | 17% | -1.8 | 11% | 10% | ·
NC1=NC[C@H](c2ccccc2)N1CCc1cccc(F)c1 | -17% | -6% | -24% | 6% | 9% | -0.7 | 17% | -1% | -3
CC(NS(=O)(=O)c1ccc(Br)cc1)C(=O)NCC1CCCO1 (stereo not drawn) | i | 1% | 3% | -1% | -1% | 1.0 | 20% | 0% | 1
Cc1ccc(CNc2ccc(S(=O)(=O)N3CCOCC3)cc2[N+](=O)[O-])cc1 | i | 0% | -1% | -5% | -2% | 0.2 | -24% | 1% | -2
CC1=C(C(=O)NCc2ccccc2)C(c2ccc(C)o2)n2ncnc2N1 (stereo not drawn) | i | -3% | -8% | 8% | 3% | 0.1 | 5% | 0% | 9
CCOc1ccc(CN2C(=O)c3ccccc3Sc3ccc(C(=O)NCCCN4CCOCC4)cc32)cc1 | -20%&-13% | -11% | 6% | -4% | ? | -1.9 | 13µM* | -7%&-4% | -2
O=S1(=O)CCN(Cc2cccnc2)CC1 | -1% | -3% | -2% | -8% | 3% | 0.3 | 5% | -4% | 3
O=C(COC(=O)CCCN1C(=O)c2ccccc2C1=O)Nc1cc(Cl)cc(Cl)c1 | i | 4% | -1% | 2% | 12% | 0.6 | 15% | -2% | 4
COc1cc2c(cc1NC(=O)Nc1cccc(C)c1)oc1ccccc12 | i | -23% | 1% | -9% | -12% | -0.7 | -4% | -9% | 13
Cc1ccc(S(=O)(=O)N2CCC(C(=O)NC3CC3)CC2)cc1 | i | -2% | -3% | 4% | -4% | 0.5 | 17% | 9% | 2
O=C(Nc1ccc(Cl)c(Cl)c1)Nc1ccccc1O | i | -5% | 13% | -8% | -22% | -0.2 | ? | 2% | 24
O=C1NC[C@@H](CCCCN2CCN(CCc3ccc(O)cc3)C(=O)C2=O)N(CC2CCCCC2)C1=O | 9% | -8% | 4% | -3% | 2% | 0.2 | 23% | 0% | -1
CC(=O)Nc1ccc(NC(=O)c2cc(S(=O)(=O)N3CCCCC3)ccc2C)cc1 | -18% | -8% | 14% | -24% | 5% | -0.4 | 5% | 9% | -2
COc1cccc(NC(=O)Cn2c(=O)n(-c3ccc(CC(=O)NCC4CCCO4)cc3)c(=O)c3ccccc32)c1 (stereo not drawn) | -3% | · | · | · | -10% | · | 6% | 0% | ·
CCCCN1CC(COCc2ccccc2)Oc2cccc(Oc3ccc(F)cc3)c2S1(=O)=O (stereo not drawn) | -11% | -3% | 8% | -5% | -7% | -0.8 | 3.5µM* | 7% | 0
CC1Sc2ccc(C(=O)N(CCc3ccccc3)Cc3ccccc3)cc2NC1=O (stereo not drawn) | -74%[inhibitor] | 3% | 8% | -4% | -22% | -3.6 | ? | 5% | 1
COc1ccc(-c2nc(CS(=O)CC(=O)NCCCN3CCCC3)c(C)o2)cc1OC (stereo not drawn) | -24% | -6% | -4% | -2% | -13% | -0.9 | -9% | 0% | ·
O=C(NCCc1ccccc1)c1ccc2c(c1)OCCCO2 | -5% | -20% | -1% | -3% | 0% | 0.9 | ? | -11% | -3
O=C(c1cc(-c2cccc3ccccc23)nc2ccccc12)N1CCN(CCO)CC1 | i | -5% | 6% | -6% | -21% | -0.4 | -18% | 1% | 1
CCOC(=O)c1c(C)[nH]c(C(=O)OCc2csc(CC(=O)Nc3ccccc3C)n2)c1C | -10% | 4% | -7% | 8% | ? | -2.2 | ? | 18% | 0
COc1ccc(CCn2c(C)cc(C(=O)CSc3nnc(N)s3)c2C)cc1 | -39%[inhibitor] | 0% | 8% | -3% | -7% | 0.1 | ? | -8% | ?
CC(C)NC(=O)CCNC(=O)c1ccc(F)cc1 | i | -7% | 0% | 13% | -5% | -2.2 | 8% | -9% | ·
CC(C)C[C@H](NC(=O)C1CCN(S(=O)(=O)c2ccccc2)CC1)C(=O)NCc1ccncc1 | i | ? | -5% | -12% | 0% | -2.4 | 14% | 0% | 1

# (further entries)
SMILES | PTHR1 agonist | PLK1 PBD inh | EPAC1 agonist | EPAC1 antagonist | GLP1R cytotox | IL-2 act | GLP1R inv ag | GLP-1R agonist | PI5P4K alpha inh
C/C(=N\Nc1cc(C(F)(F)F)ccc1Cl)c1ccccc1O | i | -8% | -11% | -15% | -19% | -0.3 | ? | 18% | 29
COc1ccc(NC(=O)CN(C)C(=O)c2ccc(NC3CC3)c([N+](=O)[O-])c2)cc1 | 10% | -20% | -1% | -13% | -6% | 1.4 | 4% | 17% | -1
COc1ccccc1CN1CCNC(=O)C1CC(=O)NCC1CCOCC1 (stereo not drawn) | -22% | -1% | -8% | 5% | -1% | 3.4 | 2% | -4% | 1
N#C/C(=C\c1ccccc1O)C(=O)Nc1ccccn1 | -30% | -14% | 4% | -19% | 21% | -0.3 | 12% | 6% | -1
COc1cc(C(=O)NC(=S)Nc2cccc(-c3cc4ccccc4oc3=O)c2)cc(OC)c1OC | i | -19% | 10% | 4% | 1% | 0.3 | 9% | -3% | 7
CCN(CC)c1ccc(N=Cc2cc(Br)ccc2O)cc1 | -27% | -5% | -13% | 3% | ? | -2.1 | ? | -6% | 5
CCCCn1c(CNC(=O)c2ccc(OC)cc2)nnc1SCC(=O)Nc1ccc(OC)cc1 | -20% | · | · | · | 1% | · | -3% | -1% | ·
CCOC(=O)C1=CC[C@@H](c2ccccc2)N(S(=O)(=O)c2ccc(C)cc2)[C@H]1c1cccc(OC)c1 | -21% | -10% | 16% | -5% | 4% | -0.6 | ? | -3% | 4

# Compound activity from PubChem BioAssay.
